MsrA act: bovine MsrA enzyme activators, primary screen, biochemical, absorbance, HTS | Methionine sulfoxide reductase A (Bos taurus) | purified bovine MsrA, absorbance read-out | activation, % at 10.6 µM | 360,000 tested, 0.3% active; in the data active = activation above about 7.5%;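 note: 0% = vehicle and 100% = reference activator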
MsrA inh: bovine MsrA enzyme inhibitors, primary screen, biochemical, absorbance, HTS. Methionine sulfoxide reductase A (Bos taurus). 360,000 tested, 0.75% active. inhibition, % at 15.5 µM. purified bovine MsrA, absorbance read-out; in the data active = inhibition above about 4.5%;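 note: 0% = vehicle wells with enzyme and 100% = reference inhibitor wells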
SKN-1 block: suppressors of acrylamide-induced Pgst-4::GFP reporter in worms, primary screen, SKN-1 inhibitor project, whole organism, uHTS, GFP/RFP fluorescence ratio, strain VP596 | AID 624304, 2012 | 360,000 tested, 0.49% active | C. elegans VP596 Pgst-4::GFP/RFP ratio, 24 h | inhibition, % at 21.8 µM;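 active = interference check ratio from 0.5 to 1.5 plus GFP to RFP signal ratio inhibition reaching or exceeding a fixed threshold, cut at about 30% in these data, passing the limit was not always enough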; note: some compounds called inactive have numbers as strong as hits
E coli Lon inh: inhibitors of E. coli Lon protease, primary screen, biochemical, fluorescence polarization. purified E. coli Lon protease. inhibition, % at 7.94 µM. 360,000 tested, 0.42% active; in the data active = inhibition above about 13%, passing the limit was not always enough;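 note: 0% = enzyme with probe and DMSO and 100% = no enzyme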
Neddylation inh: inhibitors of cullin neddylation, primary screen, biochemical, TR-FRET, uHTS, NAE and Ubc12; calls only at 25 µM; 360,000 tested, 0.58% active; AID 651699, 2012; in the data active = inhibition above about 36%
Rin1-Abl PPI inh: inhibitors of Rin1-Abl protein binding, primary screen, biochemical, TR-FRET. inhibition, % at 7.35 µM. 360,000 tested, 0.4% active; in the data active = inhibition above about 5%, passing the limit was not always enough
Target sequence (P00519 whole entry, looked up): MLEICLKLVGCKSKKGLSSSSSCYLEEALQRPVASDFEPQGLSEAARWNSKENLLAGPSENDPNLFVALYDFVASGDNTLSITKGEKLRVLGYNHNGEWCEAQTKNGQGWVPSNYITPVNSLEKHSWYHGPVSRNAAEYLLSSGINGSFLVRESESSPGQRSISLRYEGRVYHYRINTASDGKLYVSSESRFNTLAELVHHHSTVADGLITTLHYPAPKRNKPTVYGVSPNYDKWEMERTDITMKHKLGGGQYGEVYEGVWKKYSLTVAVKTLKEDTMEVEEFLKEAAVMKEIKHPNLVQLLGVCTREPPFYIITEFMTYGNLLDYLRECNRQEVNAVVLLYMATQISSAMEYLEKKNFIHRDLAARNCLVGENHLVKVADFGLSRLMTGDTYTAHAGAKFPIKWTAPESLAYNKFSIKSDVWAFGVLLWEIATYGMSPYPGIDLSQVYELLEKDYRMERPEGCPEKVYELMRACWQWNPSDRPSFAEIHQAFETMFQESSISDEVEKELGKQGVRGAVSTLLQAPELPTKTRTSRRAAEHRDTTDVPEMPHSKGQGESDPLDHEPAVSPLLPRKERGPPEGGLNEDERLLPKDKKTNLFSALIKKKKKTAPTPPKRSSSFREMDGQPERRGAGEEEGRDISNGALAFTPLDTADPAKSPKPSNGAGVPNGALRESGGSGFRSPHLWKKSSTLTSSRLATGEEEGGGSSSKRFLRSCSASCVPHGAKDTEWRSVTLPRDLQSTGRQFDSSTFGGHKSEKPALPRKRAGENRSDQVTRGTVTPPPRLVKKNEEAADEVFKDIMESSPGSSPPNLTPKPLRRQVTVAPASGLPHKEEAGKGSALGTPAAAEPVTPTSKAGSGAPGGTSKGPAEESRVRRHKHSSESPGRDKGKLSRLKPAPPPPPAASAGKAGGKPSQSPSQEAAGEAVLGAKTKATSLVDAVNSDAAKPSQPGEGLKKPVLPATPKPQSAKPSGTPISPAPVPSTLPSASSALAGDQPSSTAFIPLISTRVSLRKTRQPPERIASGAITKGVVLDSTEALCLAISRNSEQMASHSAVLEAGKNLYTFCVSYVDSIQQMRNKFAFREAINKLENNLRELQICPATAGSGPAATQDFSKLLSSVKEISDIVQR
Target sequence (Q13671 whole entry, looked up): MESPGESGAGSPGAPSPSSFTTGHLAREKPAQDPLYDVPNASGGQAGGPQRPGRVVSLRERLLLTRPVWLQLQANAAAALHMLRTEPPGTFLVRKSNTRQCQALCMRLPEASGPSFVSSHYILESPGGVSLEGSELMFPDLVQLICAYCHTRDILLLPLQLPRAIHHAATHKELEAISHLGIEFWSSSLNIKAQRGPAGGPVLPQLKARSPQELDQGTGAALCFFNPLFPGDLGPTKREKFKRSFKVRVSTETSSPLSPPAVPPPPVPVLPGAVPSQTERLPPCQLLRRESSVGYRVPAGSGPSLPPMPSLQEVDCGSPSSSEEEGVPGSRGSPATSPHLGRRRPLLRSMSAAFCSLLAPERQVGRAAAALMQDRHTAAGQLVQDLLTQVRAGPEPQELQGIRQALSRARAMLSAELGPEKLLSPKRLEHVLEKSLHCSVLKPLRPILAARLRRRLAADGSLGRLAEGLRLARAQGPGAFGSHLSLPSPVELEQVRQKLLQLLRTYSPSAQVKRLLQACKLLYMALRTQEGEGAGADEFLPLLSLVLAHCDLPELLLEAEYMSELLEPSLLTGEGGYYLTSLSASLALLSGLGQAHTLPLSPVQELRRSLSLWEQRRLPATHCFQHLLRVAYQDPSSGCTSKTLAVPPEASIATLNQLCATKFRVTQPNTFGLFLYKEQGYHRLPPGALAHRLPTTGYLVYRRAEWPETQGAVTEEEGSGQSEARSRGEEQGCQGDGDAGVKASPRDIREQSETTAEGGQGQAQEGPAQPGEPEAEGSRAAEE
NRP1-CendR mod: modulators of CendR peptide binding to NRP-1, primary screen, biochemical, fluorescence polarization, uHTS; Neuropilin-1 (Homo sapiens), O14786; FAM-RPARPAR peptide binding to NRP-1; inhibition, % at 25 µM; 360,000 tested, 0.85% active; AID 602438, 2012;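 active = inhibition or corrected inhibition above about 18%, plus a signal ratio from 0.5 to 1.5, limit read from the data, passing the limit was not always enough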; note: strong numbers were not always called active
FAS-TE inh: FAS thioesterase domain inhibitors, primary screen, biochemical, fluorescence intensity, uHTS; Fatty acid synthase (Homo sapiens), P49327; recombinant FAS-TE, OMFH fluorogenic substrate, fluorescence endpoint; inhibition, % at 15 µM; 360,000 tested, 0.67% active;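 active = compounds whose normalised, plate-corrected inhibition of enzyme fluorescence in the single-dose primary screen is 50% or more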;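 note: 0% = DMSO with enzyme and 100% = substrate without enzyme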
MT1-MMP act inh: blockers of MT1-MMP proenzyme processing, primary screen, HT1080 RFP-PRO-GFP cells, GFP/RFP fluorescence; AID 651647, 2012; GFP/RFP ratio change, % at 20 µM; GFP/RFP ratio fluorescence, overnight; percent of plate control window, DMSO zero; 360,000 tested, 0.061% active; Matrix metalloproteinase-14 (Homo sapiens), P50281;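 active = GFP/RFP ratio change of at least 30% with cell ATP level not reduced by more than half and red fluorescence within 50% of control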; note: strong numbers were not always called active
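Material – HT1080 RFP-PRO-GFP cells · Control set – DMSO wells and RFP-L50D-GFP cells · Incubation – overnight cell settling, then overnight compound exposure, 37 °C, 5% CO2 · Compound dosing – single-point 20 µM compound, 1% DMSO · Read-out – GFP/RFP fluorescence ratio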
* hit, by the source's call; i = inactive; / = not tested or not shown. Random draw from the library. Share with any hit: about 4.2%.

SMILES,NRP1-CendR mod,MsrA inh,Rin1-Abl PPI inh,Neddylation inh,FAS-TE inh,MsrA act,SKN-1 block,MT1-MMP act inh,E coli Lon inh
COc1cc(OC)nc(Oc2cc(C=O)ccc2OC)n1,10,-0.4,-3,i,-4,-3,-9,-1,6
CCCCN(CCCC)S(=O)(=O)c1ccc(C(=O)Nc2nnc(CSC)o2)cc1,-4,1.3,0,i,4,-6,-16,1,-3
COCCNc1cc(C)nc2cc(-c3ccc(C)cc3)nn12,-6,0.2,-2,/,2,-2,-10,-2,-12
O=S(=O)(c1cc(F)ccc1F)N1CCN(c2ccccn2)CC1,4,-0.2,0,i,0,-2,3,-1,-5
CCC1CN(C(=O)N2CCC(C(=O)NCCc3ccccc3)CC2)c2ccccc2O1 (configuration not stated),4,-0.1,0,i,1,-6,7,1,-4
Cc1ccc(C)c(NC(=O)CN(C)C(=O)c2ccc3c(=O)n4c(nc3c2)CCC4)c1,22,-0.2,2,i,-6,7,2,0,-3
O=C(CNC(=O)c1ccc(Cl)cc1)NC1CCCCC1,-4,-1.1,-4,i,-3,-2,-10,-6,-6
COc1ccc(-c2nnc(NC(=O)c3ccccc3C)o2)cc1,-18,-0.6,1,i,0,1,-3,4,-6
CCOC(=O)C1CCCN(C(=O)CN(c2ccc(OC)cc2)S(=O)(=O)c2c(C)noc2C)C1 (configuration not stated),-6,1.9,2,i,-1,-5,-6,1,13
COc1ccc(NC(=O)Cc2coc3ccc4ccccc4c23)cc1S(=O)(=O)N1CCOCC1,-18,-0.3,-2,i,20,-3,11,-3,13
O=C(CSc1nnc(CNC(=O)c2ccco2)o1)c1ccc(Cl)cc1,5,1.0,-1,i,-6,-1,2,-6,-9
O=C1COc2ccc(C(=O)CSc3ccc(Br)cc3)cc2N1,0,0.1,-2,i,28,-2,-1,-1,2
O=C(COC(=O)c1ccccc1O)NC1CCCc2ccccc21 (configuration not stated),2,-0.9,-1,i,2,0,0,2,-12
Cn1nc(-c2ccccc2)cc1NC(=O)C1CCCCC1,-9,-0.3,-1,i,-5,-3,-5,0,-4
O=C(CC[C@H]1O[C@@H](n2ccc(=O)[nH]c2=O)[C@H](O)[C@@H]1O)N[C@H](Cc1ccccc1)C(=O)NCCCc1ccccc1,18,-1.4,1,i,-10,-4,-6,2,2
CCOc1ccc(CCN2C(=S)N([C@@H](Cc3ccccc3)CN3CCC[C@@H]3CN3C(=S)NC[C@@H]3CC(C)C)C[C@@H]2Cc2ccccc2)cc1,-14,-0.5,/,i,-85,-3,20,8,3
COc1cc(NC(=O)c2ccco2)c(OC)cc1NC(=O)CSc1nnc(-c2cccs2)n1C,-7,1.1,-5,i,-9,-4,-10,-15,-4
COC(=O)CNc1nc(OC)nc(N(C)C)n1,-2,/,2,i,-6,-3,16,4,3
Cc1ccc(N(C(=O)Cn2nnc(-c3ccc(C)o3)n2)C(C(=O)NC2CCCC2)c2ccco2)cc1 (configuration not stated),-2,0.8,-4,i,-1,-5,7,-3,-6
O=C(/C=C/c1ccccc1)NC1CC2CCC1C2 (configuration not stated),4,1.0,-3,i,-7,-1,8,0,-10
NC(CC(=O)O)c1cccc(OCc2ccccc2)c1 (configuration not stated),-7,-0.9,1,i,-7,-3,-10,7,-3
CC1CC(Nc2ccccc2)c2ccccc2N1C(=O)c1ccncc1 (configuration not stated),-1,-1.1,0,i,0,0,8,-4,4
CCOC(=O)c1c(C)n(C)c2ccc(OCC(O)CN3CCC(C)CC3)cc12 (configuration not stated),-15,0.3,2,i,-6,-4,8,5,7
O=C(Cc1nn[nH]n1)c1ccccc1O,1,1.2,1,i,-10,1,0,2,3
S=C(NCc1ccc2[nH]c3c(c2c1)CCCC3)Nc1ccccc1,-8,0.5,1,i,16,-1,2,-1,-12
COc1cc(NC(=S)N(C)C)c(OC)cc1Cl,1,2.4,-2,i,-6,-1,15,0,3
CC(C)(C)OC(=O)[C@H](CCCCN)NC(=O)c1nc[nH]c1C(=O)N[C@@H](CCCCN)C(=O)OC(C)(C)C,21*,0.0,6,i,-14,-1,-5,1,-4
NS(=O)(=O)c1cccc(NC(=O)CCCNC(=O)c2ccc(Cl)cc2)c1,-2,-0.7,5,i,-4,-13,1,0,6
COc1ccc(Br)cc1S(=O)(=O)N1CCN=C1c1ccccc1,6,-1.2,1,i,0,-1,7,-1,-11
C=CCOC(=O)Nc1nc(CCNC(=O)OCc2ccccc2)c(C(=O)O)s1,-24,0.9,/,i,/,/,-5,5,/
COCCOC(=O)C1=C(C)NC(=O)NC1c1ccc(Cl)cc1 (configuration not stated),0,0.2,3,i,-2,-2,-4,-6,1
O=c1[nH]cc(N2CCCCCC2)c(=O)[nH]1,-8,0.2,0,i,-4,-2,8,2,-6
COc1ccc(NC(=O)NC2CCCc3ccccc32)c(OC)c1 (configuration not stated),2,0.5,0,i,0,-6,7,-5,-6
O=S(=O)(/N=C(/c1ccccc1)N1CCOCC1)c1ccc(F)cc1F,7,-0.5,3,i,-3,0,-11,0,1
Cc1cc2oc(C(=O)Nc3c(C)n(C)n(-c4ccccc4)c3=O)c(C)c2cc1Cl,-6,0.3,1,i,-1,2,-4,6,-1
COc1ccccc1Nc1ncnc2nc[nH]c12,3,-1.1,0,i,-10,0,-16,-3,8
CCN(CC(=O)Nc1ccc(NC(C)=O)cc1)C(=O)Cc1c(Cl)cccc1Cl,6,-0.8,-3,i,-5,-3,-1,-1,12
O=C1c2ccccc2-c2nccnc21,-5,-0.5,-9,i,0,4,-11,2,-4
O=c1[nH]c(NCCO)c(N=Cc2ccccc2)c(=O)[nH]1,5,0.0,0,/,5,-7,19,2,11
O=C(NCc1csc(-c2ccccc2)n1)c1cc(F)cc2c1OCOC2,11,-0.2,1,i,20,-4,-3,0,3
COc1ccc(S(=O)(=O)N2CCCOC2CNC(=O)C(=O)NCCO)cc1 (configuration not stated),-4,-0.3,-1,i,-4,-5,5,-1,-2
COc1ccc(C=Nc2cccc3c(=O)[nH][nH]c(=O)c23)c2ccccc12,-3,3.0,-1,i,-2,-3,4,-1,3
O=C(NCc1ccncc1)C(=O)NCC(c1ccco1)N1CCN(c2ccc(F)cc2)CC1 (configuration not stated),3,-0.5,-1,i,1,-8,5,5,-5
O=C(CNS(=O)(=O)c1ccccc1)Nc1ccccc1Br,-3,1.1,-1,i,-4,-5,27,1,8
COCCCn1c(C)nnc1-c1cnn(-c2ccccc2)c1N,14,-0.3,3,i,-4,-1,-1,-3,5
CCOc1ccc2nc(SCC(=O)N3CCN(C(=O)c4ccco4)CC3)sc2c1,9,-0.6,-2,i,-3,-12,-24,2,-9
Cc1ccc(C)c(S(=O)(=O)N2CCCOC2CNC(=O)C(=O)NCc2ccncc2)c1 (configuration not stated),5,-1.6,-2,i,-10,-9,-27,0,7
CCCc1nnc(NC(=O)CSc2nnc(-c3ccco3)n2C)s1,10,1.0,1,i,-2,-4,11,2,-3
O=C(C[C@H]1CC[C@@H]2[C@H](COC[C@H](O)CN2Cc2cccc(F)c2)O1)NCc1cccc(F)c1,6,-0.1,/,i,/,/,-3,-1,/
Cc1ccc(C)c(SCC(=O)OCC(=O)Nc2ncc(C(F)(F)F)cc2Cl)c1,-19,-0.4,9.1*,i,-1,-1,18,-7,5
Cc1ccc(O/C=C2\OC(=O)c3ccccc32)cc1,14,-0.3,0,i,-1,-2,-17,2,-1
O=c1oc2cc(O)ccc2cc1S(=O)(=O)c1ccccc1,4,1.2,3,/,-6,-7,14,-1,19*
Cc1ccc(S(=O)(=O)N(C)c2ccc(OC(=O)CN3C(=O)NC(C)(c4ccccc4)C3=O)cc2)cc1C (configuration not stated),9,-0.2,3,i,32,-1,-10,-9,-6
CCc1cccc(C)c1NC(=O)C1CC=CCC1C(=O)O (configuration not stated),0,1.1,2,i,0,-3,4,-3,-8
CCSc1cc(N2CCCC2)nc(-c2ccc(C)cc2)n1,6,0.4,-1,i,15,7,5,3,-2
CCCOc1ccc(C2NC(=S)NC(c3ccccc3)=C2C(=O)Nc2ccc(C)cc2)cc1OC (configuration not stated),7,1.9,1,i,6,-2,10,-1,6
CN(Cc1ccccc1)c1nc(N)c([N+](=O)[O-])c(NCc2ccccc2)n1,22*,0.3,-4,i,36,-5,6,-6,11
Cc1nn(CC(=O)Nc2nc3ccccc3s2)c(C)c1[N+](=O)[O-],7,-0.6,0,i,6,0,2,4,-4
